DNMT1 inh: inhibitors of human DNMT1. AID 588458. inhibition (reported as % activation of signal), % at 10 µM. DNMT1 molecular beacon, Hinp1I cleavage, fluorescence. actives 0.83% (n = 360,000). P26358; in the data active = inhibition above about 50%
NadD inh: NadD (S. aureus) enzyme inhibition; purified NadD enzyme, colorimetric absorbance read-out; inhibition, % at 20 µM; actives 0.78% (n = 360,000); AID 602399; in the data active = inhibition above about 26%; note: some compounds past the cut are filed as inactive
Neddyl block: blocks human cullin neddylation | calls only at 25 µM | TR-FRET cullin neddylation, biochemical | P61081+Q13564 | actives 0.58% (n = 360,000) | AID 651699; in the data active = inhibition above about 36%
NRP1-CendR mod: modulators of CendR peptide binding to human neuropilin-1; O14786; FAM-RPARPAR peptide binding to NRP-1, fluorescence polarization; inhibition, % at 25 µM; actives 0.85% (n = 360,000); AID 602438;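 active = inhibition or corrected inhibition above about 18%, plus a signal ratio from 0.5 to 1.5, limit read from the data, passing the limit was not always enough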; note: strong numbers were not always called active
SUMO1-SIM PPI: SUMO1-SIM interaction modulation; SUMO1 binding to a labelled peptide, TR-FRET, 1 h; inhibition, % at 20 µM; actives 0.33% (n = 360,000); in the data active = inhibition above about 37%
Target sequence (P63165 whole entry, looked up): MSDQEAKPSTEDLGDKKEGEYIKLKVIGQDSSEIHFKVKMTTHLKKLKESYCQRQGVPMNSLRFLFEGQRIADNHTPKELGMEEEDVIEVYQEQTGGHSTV
STEP inh: blocks human striatal-enriched tyrosine phosphatase; P54829; recombinant STEP, OMFP fluorogenic substrate, fluorescence; inhibition, % at 20 µM; actives 0.25% (n = 360,000);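 active = inhibition at 20 µM, scaled per plate between control wells, above about 37%, limit read from the data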;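 note: 0% = DMSO with enzyme and substrate and 100% = substrate only without enzyme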
Target sequence (P54829 whole entry, looked up): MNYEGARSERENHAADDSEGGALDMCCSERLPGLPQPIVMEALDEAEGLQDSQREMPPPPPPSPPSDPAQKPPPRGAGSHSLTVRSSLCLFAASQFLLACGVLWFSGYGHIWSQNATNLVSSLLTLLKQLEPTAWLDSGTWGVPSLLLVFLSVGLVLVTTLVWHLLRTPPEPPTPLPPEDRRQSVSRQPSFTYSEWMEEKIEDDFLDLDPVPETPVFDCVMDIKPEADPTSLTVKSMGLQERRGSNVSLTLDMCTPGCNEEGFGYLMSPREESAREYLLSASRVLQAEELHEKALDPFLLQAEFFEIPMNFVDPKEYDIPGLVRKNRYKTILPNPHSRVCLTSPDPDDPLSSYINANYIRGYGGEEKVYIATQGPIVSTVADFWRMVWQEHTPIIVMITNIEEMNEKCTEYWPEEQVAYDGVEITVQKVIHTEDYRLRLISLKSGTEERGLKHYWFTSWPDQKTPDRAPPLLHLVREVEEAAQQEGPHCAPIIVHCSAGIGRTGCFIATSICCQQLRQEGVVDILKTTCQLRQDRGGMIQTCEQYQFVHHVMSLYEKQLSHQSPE
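Material: STEP (striatal-enriched tyrosine phosphatase) enzyme, cell-free; Compound dosing: 20 µM single dose in 1% DMSO; Technique: fluorescence read at 480 nm ex / 540 nm em; Times: reaction 20 min, ambient temperature; Medium: 50 mM Bis-Tris pH 6.0 with 2.5 mM DTT and 0.005% Tween 20; Also added: OMFP at 25 µM.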
TbMetRS inhib: Trypanosoma brucei MetRS inhibition. purified T. brucei MetRS, ATP depletion, Kinase-Glo luminescence. inhibition, % at 11.9 µM. actives 0.4% (n = 360,000). AID 624268;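 active = inhibition above a per-plate cutoff of the control wells' mean inhibition plus 3 SD, cut at about 5.5% in these data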;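 note: 0% = DMSO wells median and 100% = median of wells with control inhibitor compound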
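Dosing: 11.9 µM compound single dose, 0.9% DMSO; Assay system: purified T. brucei MetRS enzyme; Measured by: Kinase-Glo luciferase luminescence reporting remaining unconsumed ATP; Schedule: 15 min plus 2 h at 25 °C.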
LMPTP block: LMPTP (human) inhibition; recombinant LMPTP-A, OMFP fluorogenic substrate, fluorescence intensity; inhibition, % at 20 µM; actives 0.22% (n = 360,000);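 active = compounds that cut the enzyme signal by at least half of the control window in the single-dose screen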;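 note: plate controls were DMSO wells with enzyme plus substrate for no effect and substrate without enzyme for full effect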
Target sequence (P24666 whole entry, looked up): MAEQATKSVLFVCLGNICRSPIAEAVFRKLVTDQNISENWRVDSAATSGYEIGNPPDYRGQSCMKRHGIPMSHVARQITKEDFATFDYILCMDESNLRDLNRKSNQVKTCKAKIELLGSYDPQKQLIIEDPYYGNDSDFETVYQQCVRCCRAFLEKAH
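Test system – LMPTP-A enzyme · Amount – LMPTP-A at 0.625 nM final in the reaction · Buffer or medium – Bis-Tris pH 6.0, DTT, detergent · Reagent – OMFP 400 µM · Doses – single 20 µM dose · Schedule – reaction 50 min, room temperature, dark · Detection – fluorescence intensity of OMFP turnover product · Evaluation – percent inhibition versus substrate-only and uninhibited controls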
Scp1 inh: inhibitors of human Scp-1 phosphatase; Recombinant Scp1, phosphopeptide, malachite green phosphate absorbance; inhibition, % at 20 µM; actives 0.88% (n = 340,000); AID 493091;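 active = inhibition above about 50% at 20 µM, limit read from the data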;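 note: plate controls were DMSO wells with enzyme for no effect and wells lacking enzyme for full effect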
Target sequence (Q9GZU7 76-261 limits assumed): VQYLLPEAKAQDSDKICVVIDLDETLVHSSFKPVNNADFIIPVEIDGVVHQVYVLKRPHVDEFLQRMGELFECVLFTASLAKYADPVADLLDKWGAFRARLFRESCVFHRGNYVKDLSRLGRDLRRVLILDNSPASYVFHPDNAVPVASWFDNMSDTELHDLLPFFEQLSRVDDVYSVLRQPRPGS
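Assay system: SCP-1 catalytic fragment, aa 76-261 | Buffer or medium: Tris acetate buffer pH 5.5 with MgCl2 and Tween-20 | Compound: One concentration, 20 µM, with 1.0% DMSO | Also added: Phospho 17-mer peptide substrate | Signal: Absorbance at 630 nm | Incubation: 45 min enzyme reaction at room temperature | Measure: % inhibition of SCP-1 phosphate liberation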
SKN-1 block: inhibitors of C. elegans SKN-1; C. elegans VP596 Pgst-4::GFP/RFP ratio, acrylamide-induced, 24 h; inhibition, % at 21.8 µM; actives 0.49% (n = 360,000);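 active = interference check ratio from 0.5 to 1.5 plus GFP to RFP signal ratio inhibition reaching or exceeding a fixed threshold, cut at about 30% in these data, passing the limit was not always enough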; note: some compounds called inactive have numbers as strong as hits
The depositor's hits bear a star; i = inactive; · = not tested or not shown; & = joins results of further samples. The order is random; about 4.6% have a hit in one of these screens.

DNMT1 inh	NadD inh	Neddyl block	NRP1-CendR mod	SUMO1-SIM PPI	STEP inh	TbMetRS inhib	LMPTP block	Scp1 inh	SKN-1 block	smiles
-3	2	i	-10	1	2	0.2	2.7	0	23	Cc1ccc2nc3c(c(Nc4ccccc4)c2c1)CCC3
1	-2	i	2	5	0	-0.6	-1.4	-8	0	Cc1cccc(NC(=O)CSc2cn[nH]n2)c1
-1	0	i	8	2	0	0.3	0.3	-13	-2	CN1C(=O)C(C)(C)c2cc(S(=O)(=O)N3CCCC3C(=O)NCc3ccc(F)cc3)ccc21 (centres undefined)
-5	5	i	2	4	0	-0.5	5.0	-4	14	COC(=O)c1ccc(-c2ccc([C@H]3[C@H]4C=CC[C@@H](C)[C@@H]4C(=O)N3Cc3ccccc3)c(F)c2)cc1
22	-2	i	8	-24	7	0.8	4.0	-19	-2	COc1cc(/C=C2/C(=O)NN(c3ccc(F)cc3)C2=O)cc([N+](=O)[O-])c1O
6	-2	i	-13	-11	3	-1.3	3.2	-2	-19	Nc1ccc(N2CCCCC2)cc1N1CCCCC1
-1	-3	i	2	0	-4	-0.6	1.9	-6	10	O=c1cc(NCc2ccccc2)nc2ccccn12
-7	-1	i	-6	1	-4	0.0	1.4	-5	25	Cc1nn(C)cc1CNC(=O)Nc1ccc(Cl)c(Cl)c1
57*	1	i	-3	4	-2	-0.1	0.9	6	31	C=CC[C@@H](CC(=O)N[C@@H](CO)Cc1ccccc1)C(=O)NC[C@@H](OC(=O)[C@@H](CC=C)CC(=O)OC(C)(C)C)c1ccccc1
2	2	i	12	0	1	-0.3	-2.7	-1	7	Cc1c(Br)c(-c2n[nH]c(=S)n2Cc2ccco2)nn1C

(listing goes on)
DNMT1 inh	NadD inh	Neddyl block	NRP1-CendR mod	SUMO1-SIM PPI	STEP inh	TbMetRS inhib	LMPTP block	Scp1 inh	SKN-1 block	smiles
-3	2	i	-4	4	-2	-0.5	-0.4	15	19	Cc1ccccc1NC(=O)CCSc1nnnn1-c1ccccc1
-1	-3	i	-18	-3	-1	0.7	-0.9	-2	-8	O=C(NCCCO)c1ccc(CSc2nc3ccccc3c(=O)[nH]2)cc1
-1	-3	i	6	0	1	0.8	-3.1	-12	10	COc1ccc(CN2CCN(Cc3ccc(OC)c(OC)c3OC)CC2)cc1
-6	-6	i	5	5	-4	0.4	-1.2	-8	-26	CCCn1cnc2c(SCc3ccccc3Cl)nc(N)nc21
-16	4	i	0	-3	-3	0.6	-2.1	-7	-3	CCOC(=O)C(C)/C(C)=N/NC(=O)c1cc2ccccc2cc1O (centres undefined)
8&4	-4&-5	i	-3&-6	10&-1	-1&-1	-1.0&-1.7	0.5&-1.5	-9&-9	-2&-8	CC(C)CC(=O)C(=O)O
2	7	i	1	14	-1	-0.5	2.2	3	24	Brc1ccccc1Cn1c(-c2cncs2)nc2ccccc21
-4	-4	i	6	-21	-1	1.1	0.5	-8	13	O=C(OCC(=O)N1CCc2ccccc2C1)c1ccc(N2CCOCC2)c([N+](=O)[O-])c1
1	-3	i	-8	-2	23	0.2	0.2	-8	2	Cc1onc(-c2c(Cl)cccc2Cl)c1C(=O)N=C(N)N1CCCC1
-9	5	i	-16	-1	-4	-0.6	0.5	-1	-3	CCOC(=O)C(NC(=O)c1ccccc1Cl)(Nc1sc2c(c1C(N)=O)CCC2)C(F)(F)F (centres undefined)

Later entries
DNMT1 inh	NadD inh	Neddyl block	NRP1-CendR mod	SUMO1-SIM PPI	STEP inh	TbMetRS inhib	LMPTP block	Scp1 inh	SKN-1 block	smiles
1	-4	i	16	8	-4	-0.4	-0.9	-5	-2	CC(NC(=O)C1CCCC1)c1ccccc1 (centres undefined)
2	-5	i	4	4	-2	-0.7	1.7	-7	2	COc1ccc(NC(=O)Nc2ccccc2SC)cc1
2	1	i	15	2	-2	-0.6	-4.5	·	5	COc1ccc(CN2C(=O)C(CC(=O)NCCc3ccccn3)CC(C(=O)N(C)C)=C2C)cc1 (centres undefined)
4	0	i	8	-1	-5	-0.2	-2.1	-6	-4	CC1CCC(NC(=O)CSc2nnc(-c3cccnc3)o2)CC1 (centres undefined)
1	-4	i	-7	-5	-2	0.1	-2.6	1	16	CCC(C)[C@H](NC(=O)[C@@H]1Cc2ccccc2CN1C(=O)OC(C)(C)C)C(=O)NCC1CCC(C(=O)O)CC1 (some centres undefined)
2	0	i	4	-32	1	-0.7	-0.7	-3	-4	CC(=O)Nc1ccc(N2C(=O)CSC2c2ccc([N+](=O)[O-])cc2)cc1 (centres undefined)
3	-5	i	-4	5	4	-0.7	-2.5	0	16	Cc1cc(C(=O)Nc2ccc3c(c2)OCCO3)c(C)o1
2	-3	i	-4	5	-4	-0.6	-1.2	-9	-6	O=C(O)c1ccccc1OCCOc1ccccc1
-1	-2	i	-10	3	-2	-0.3	-1.2	-19	16	COC(=O)c1cn(Cc2cc(OC)ccc2OC)cc(F)c1=O
1	6	i	7	-2	-1	2.0	-1.8	-7	0	COc1ccc(/C=C(\NC(=O)c2ccco2)C(=O)NCCc2nc3ccccc3[nH]2)cc1

(next part)
DNMT1 inh	NadD inh	Neddyl block	NRP1-CendR mod	SUMO1-SIM PPI	STEP inh	TbMetRS inhib	LMPTP block	Scp1 inh	SKN-1 block	smiles
3	-1	i	-5	-1	1	-0.1	1.2	-6	-1	CCC1(CC)Cc2ccccc2C2=C(C(=O)N3CCCCC3)C(=O)C(=O)N21
-1	-3	·	-1	2	-2	-0.4	0.1	5	-7	COc1ccc2oc(C(=O)OCC(=O)NCCc3ccc(S(N)(=O)=O)cc3)c(C)c2c1
9	-6	i	-4	3	1	-0.1	1.3	60*	16	O=C(Cn1nnc(-c2ccc3c(c2)OCO3)n1)NCc1ccco1
1	-4	i	-3	1	2	-0.2	0.2	-9	10	C/C(CC(=O)Nc1ccc(F)cc1)=N\NC(=O)c1ccccn1
5	2	i	-9	-21	-1	-0.7	-0.8	-3	5	O=C(N/N=C/c1ccc(Cl)c([N+](=O)[O-])c1)c1cnccn1
-4	0	i	0	1	-1	-0.5	0.1	-1	8	CC(C)CN(C(=O)COC(=O)c1ccc2c(c1)OCCO2)c1c(N)n(Cc2ccccc2)c(=O)[nH]c1=O
-2	-4	i	4	10	0	-0.2	1.7	-7	-4	S=C(NCCc1ccccc1)N1CCc2ccccc2C1
1	-6	i	-4	-1	0	0.1	-0.8	-7	15	CCOC(=O)c1c(C)nc2c(c1-c1ccc(Cl)cc1)C(=O)CC(C)(C)C2
4	-6	i	12	-2	-2	0.5	-7.1	·	6	CC1=C(C(=O)N(C)C)CC(CC(=O)NCCCN(C)C)C(=O)N1CCCN1CCCC1=O (centres undefined)
0	-8	i	-6	0	2	-0.4	-0.8	-2	7	Cc1nnc(SCC(=O)NCc2ccco2)n1Cc1ccccc1

Single records (already shown). Order of screens: DNMT1 inh	NadD inh	Neddyl block	NRP1-CendR mod	SUMO1-SIM PPI	STEP inh	TbMetRS inhib	LMPTP block	Scp1 inh	SKN-1 block
O=C(N/N=C/c1ccc(Cl)c([N+](=O)[O-])c1)c1cnccn1 is listed as 5	2	i	-9	-21	-1	-0.7	-0.8	-3	5
COc1ccc2oc(C(=O)OCC(=O)NCCc3ccc(S(N)(=O)=O)cc3)c(C)c2c1 is listed as -1	-3	·	-1	2	-2	-0.4	0.1	5	-7
Cc1nnc(SCC(=O)NCc2ccco2)n1Cc1ccccc1 is listed as 0	-8	i	-6	0	2	-0.4	-0.8	-2	7
CCOC(=O)c1c(C)nc2c(c1-c1ccc(Cl)cc1)C(=O)CC(C)(C)C2 is listed as 1	-6	i	-4	-1	0	0.1	-0.8	-7	15
CC(C)CN(C(=O)COC(=O)c1ccc2c(c1)OCCO2)c1c(N)n(Cc2ccccc2)c(=O)[nH]c1=O is listed as -4	0	i	0	1	-1	-0.5	0.1	-1	8

The list continues.
DNMT1 inh	NadD inh	Neddyl block	NRP1-CendR mod	SUMO1-SIM PPI	STEP inh	TbMetRS inhib	LMPTP block	Scp1 inh	SKN-1 block	smiles
2	-6	i	7	1	1	0.0	3.4	-2	1	Cc1cccc(CN2C(=O)NC(c3ccccc3)(c3ccccc3)C2=O)c1
0	0	i	13	5	0	-0.2	-0.8	-6	2	COc1ccc(CNC(=O)CN(C)S(=O)(=O)c2ccc3c(c2)n(C)c(=O)c(=O)n3C)cc1
-5	4	i	-4	-1	2	0.2	1.6	-10	3	C/C=C/c1ccc(OCCOCCOc2cccc3cccnc23)c(OC)c1
-1	1	i	4	-4	0	-0.3	-1.0	·	5	CCCNC(=O)C1(C)CCN(C(=O)c2c(Cl)cccc2Cl)C1 (centres undefined)
-4	-3	i	3	2	-1	0.4	-2.0	-2	0	Cc1ccc(NC(=O)[C@@H]2CCCN2C(=O)c2cccs2)cc1S(=O)(=O)N1CCCCC1
-1	-3	i	4	1	3	-1.0	-0.6	0	-10	COc1ccc(-n2c(COc3cccc(C)c3)n[nH]c2=S)cc1
-2	-3	i	13	-15	0	0.2	-0.5	-5	25	Cc1ccc(-c2cc(C(F)(F)F)n3ncc(C(=O)N4CCN(C)CC4)c3n2)cc1
2	8	i	4	5	-1	0.9	0.3	-17	-4	CCCCCCCCCC(=O)N1c2ccccc2NC(=O)C1CC(=O)Nc1ccc(C(=O)O)cc1 (centres undefined)
-3	-5	i	-8	-10	1	-0.7	-0.9	-5	8	O=C1NC(c2ccco2)Nc2ccccc21 (centres undefined)
·	·	i	-4	-2	·	-0.7	-0.9	·	7	CC1(C(=O)Nc2ccc3c(c2)OCCO3)CN(S(C)(=O)=O)CC(=O)N1Cc1cccs1 (centres undefined)
1	-5	i	-1	3	-1	0.0	-1.3	·	0	OC(c1ccccc1)c1nc(-c2cccc(F)c2)cs1 (centres undefined)
1	-4	i	3	4	0	0.0	-0.3	-6	-3	COCCN(CC(=O)Nc1cccc(C)c1C)C(=O)Cn1cnc2ccccc2c1=O
